Mdm2 MdmX PPI: inhibitors of human Mdm2-MdmX association, primary screen, cell-based, luminescence, split luciferase, SaOS-2, uHTS. inhibition, % at 8 µM. SaOS-2 split-luciferase Mdm2/MdmX complementation. 3% of 330,000 active. Protein Mdm4 (Homo sapiens) + E3 ubiquitin-protein ligase Mdm2 (Homo sapiens), …;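 active means inhibition of at least 50% at 8 µM in the primary screen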
UPR XBP1 act: activators of adaptive XBP1 UPR arm, primary screen, cell-based, CHO-XBP1 luciferase reporter, luminescence, uHTS; IRE1-XBP1 UPR activation; percent of tunicamycin response, DMSO as zero; activation, % at 20 µM; 0.33% of 330,000 active; AID 463104, 2010;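 active means versus positive control, 20 µM dose yields 30% or more activation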;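 further: 100% = tunicamycin at 10 µg/mL and 0% = DMSO only wells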
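Material: CHO-XBP1 cells stably carrying IRE1-XBP1-driven luciferase reporter | Medium: F12 with 10% serum | Compound dosing: 20 µM single concentration, DMSO 1% | Incubation: Overnight seeding at 37 °C, 6 h compound treatment at 37 °C | Detection: Steady-Glo luminescence read | Read-out basis: % activation of reporter signal versus tunicamycin and DMSO controls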
Jurkat NFkB inh: inhibitors of induced NF-kB luciferase reporter, primary screen, TCR NF-kB activation inhibitor project, cell-based, luminescence, uHTS. Jurkat, PMA/ionomycin-induced NF-kB luciferase reporter. inhibition, % at 4 µM. 0.53% of 330,000 active. AID 435003, 2010; in the data active means inhibition above about 50%
CCR6 antagonist: CCR6 receptor antagonists, primary screen, cell-based, CHO-K1, luminescence, beta-arrestin, uHTS | 0.49% of 340,000 active | CHO-K1 CCR6 PathHunter beta-arrestin, CCL20-stimulated | AID 493098, 2011 | C-C chemokine receptor type 6 (Homo sapiens), P51684 | inhibition, % at 20 µM;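 active means compounds whose inhibition of the agonist-driven luminescence signal at 20 µM reaches about 50%, limit read from the data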;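 further: cells stimulated with CCL20 at 14 nM final; plate controls were DMSO with CCL20 for no effect and DMSO without agonist for full effect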
Target sequence (P51684 whole entry, looked up): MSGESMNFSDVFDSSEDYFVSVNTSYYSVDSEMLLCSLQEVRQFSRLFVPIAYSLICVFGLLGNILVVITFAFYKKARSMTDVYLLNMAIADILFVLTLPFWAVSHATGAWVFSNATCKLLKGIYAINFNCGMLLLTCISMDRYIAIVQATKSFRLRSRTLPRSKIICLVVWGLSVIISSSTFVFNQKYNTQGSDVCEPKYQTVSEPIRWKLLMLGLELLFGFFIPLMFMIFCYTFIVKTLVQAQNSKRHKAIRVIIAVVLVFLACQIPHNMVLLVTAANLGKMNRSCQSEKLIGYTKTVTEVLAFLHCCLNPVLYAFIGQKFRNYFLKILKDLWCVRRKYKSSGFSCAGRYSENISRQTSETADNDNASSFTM
UPR CHOP act: activators of apoptotic CHOP UPR arm, primary screen, cell-based, CHO-CHOP luciferase reporter, luminescence, uHTS; UPR activation; percent of tunicamycin response over DMSO baseline; activation, % at 10 µM; 0.34% of 330,000 active; AID 449763, 2010;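 active means at 10 µM dose, activation of 40% or more, normalized to positive control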;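 further: 100% = tunicamycin at 10 µg/mL and 0% = DMSO alone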
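System: CHO-CHOP luciferase reporter cell line | Buffer or medium: F12 medium containing 10% fetal bovine serum | Doses: One dose, 10 µM in 0.5% DMSO | Times: 6 h compound exposure at 37 °C after overnight seeding | Signal: Luciferase luminescence | Read-out: % activation vs tunicamycin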
Gli-Sufu antag: Gli-Sufu pathway antagonists, primary screen, luciferase luminescence, Sufu-KO-LIGHT cells, uHTS; Sufu-KO-LIGHT fibroblasts, Gli luciferase reporter luminescence; 0.74% of 340,000 active; inhibition, % at 5 µM;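 active means inhibition above about 55%, limit read from the data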;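 further: 0% = DMSO-treated cells and 100% = wells with medium but no cells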
EBI2 antag: EBI2 receptor antagonists, beta-arrestin recruitment, primary screen, cell-based, luminescence, 7a,25-OHC stimulation, uHTS; G-protein coupled receptor 183 (Homo sapiens), P32249; 7a,25-OHC stimulated; inhibition, % at 5 µM; 0.81% of 360,000 active; in the data active means inhibition above about 38%;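 further: enzyme fragment complementation signal reports receptor beta-arrestin coupling in cells; 0% = agonist plus DMSO wells and 100% = wells without agonist; some results beyond the cut were filed as inactive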
Target sequence (P32249 whole entry, looked up, the tested form may be a part): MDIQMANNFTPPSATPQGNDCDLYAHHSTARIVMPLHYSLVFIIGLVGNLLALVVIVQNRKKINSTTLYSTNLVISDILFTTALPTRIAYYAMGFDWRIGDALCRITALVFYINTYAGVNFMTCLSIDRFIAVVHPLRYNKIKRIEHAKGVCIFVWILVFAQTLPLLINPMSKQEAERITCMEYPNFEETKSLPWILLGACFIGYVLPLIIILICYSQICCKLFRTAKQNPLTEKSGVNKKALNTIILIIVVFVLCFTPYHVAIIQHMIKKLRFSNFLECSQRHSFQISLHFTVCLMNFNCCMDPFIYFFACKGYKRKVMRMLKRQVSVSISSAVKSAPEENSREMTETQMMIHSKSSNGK
697 NFkB inh: inhibitors of PMA/ionomycin-induced NF-kB reporter, 697 cells, primary screen, B-cell NF-kB inhibitor project, cell-based, luminescence, uHTS | 0.33% of 330,000 active | inhibition, % at 4 µM | 697 B-cell NF-kB luciferase reporter, 16 h; in the data active means inhibition above about 35%
CXCR6 block: CXCR6 receptor inhibitors, primary screen, cell-based, beta-arrestin, luminescence, CHO-K1 PathHunter, 1536-well; 0.36% of 360,000 active; inhibition, % at 20 µM; in the data active means inhibition above about 34%, passing the limit was not always enough;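 further: antagonist mode with CXCL16 agonist at 10 nM final; 0% = 10 nM CXCL16 with DMSO and 100% = unstimulated wells without agonist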
Target sequence (O00574 whole entry, looked up): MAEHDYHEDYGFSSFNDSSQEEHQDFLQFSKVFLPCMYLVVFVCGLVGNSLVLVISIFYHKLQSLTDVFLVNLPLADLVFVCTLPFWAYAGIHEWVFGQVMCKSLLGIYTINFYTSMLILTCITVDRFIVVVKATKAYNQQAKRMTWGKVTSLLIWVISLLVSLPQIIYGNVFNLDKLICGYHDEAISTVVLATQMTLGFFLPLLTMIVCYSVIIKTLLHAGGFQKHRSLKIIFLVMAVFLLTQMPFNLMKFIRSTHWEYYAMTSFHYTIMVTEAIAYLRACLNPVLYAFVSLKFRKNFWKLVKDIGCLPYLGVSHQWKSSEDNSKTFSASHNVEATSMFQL
* hit, by the source's call; . = no result given.

SMILES	Mdm2 MdmX PPI	UPR XBP1 act	Jurkat NFkB inh	CCR6 antagonist	UPR CHOP act	Gli-Sufu antag	EBI2 antag	697 NFkB inh	CXCR6 block
CC(NS(=O)(=O)c1ccccc1)C(=O)NCc1ccco1 (configuration not stated)	8	-3	-14	4	0.1	1	3	-2	-4
O=C(Nc1cccc([N+](=O)[O-])c1)c1cnccn1	-1	-3	-2	4	0.0	-3	-8	7	11
Cc1ccc(S(=O)(=O)N2CCCCC2)cc1NC(=O)CCCOc1ccccc1	-4	-3	-19	10	-1.8	5	1	-38	-9
Cc1oc(-c2ccccc2F)nc1CS(=O)(=O)CC(=O)N1CCN(c2ccccc2)CC1	35	5	33	10	9.6	7	-1	-31	-5
CCCCN1C(=O)c2ccc(C(=O)Nc3ccc(C)c(S(=O)(=O)N(C)C)c3)cc2C1=O	-14	0	7	17	-1.2	10	8	-33	-12
CCC(C)(C)n1nnnc1C(c1ccccc1)N1CCN(C2CCCC2)CC1 (configuration not stated)	3	1	-15	5	-0.5	7	1	-14	-3
Cc1ccc2oc(=O)c(/C=C(\O)c3ccccc3)nc2c1	-5	-1	-23	1	-1.7	1	0	9	-3
CC1(C)OC(=O)C(=Cc2ccc(-c3ccc(S(N)(=O)=O)cc3)o2)C(=O)O1	23	1	-23	10	0.2	-3	-1	12	9
COC(=O)[C@@]1(Cc2ccc(F)cc2)[C@H]2c3cc(C(=O)N(C)C)n(CCSCCO)c3C[C@H]2CN1C(=O)c1ccccc1	-26	0	13	4	-1.0	0	.	-5	.
CC(=O)Nc1cc2nc(C)n(Cc3ccccc3[N+](=O)[O-])c2nc1C	23	-4	-10	-7	-1.9	-10	1	-6	4
COc1ccc(CCNC(=O)/C=C/c2ccc(C)cc2)cc1OC	23	2	8	-13	-1.6	-4	34	6	-2
N#CCn1c(CN2CCCC2)nc2ccccc2c1=O	17	0	-2	19	-1.3	12	2	14	-5
CN(C)/C=C1\C(=O)N(c2ccc(Cl)c(Cl)c2)CS1(=O)=O	-6	3	-37	20	7.7	-36	6	-39	-7
C=CCn1c(=O)c2ccccc2n2c(SCc3nc(N)nc(Nc4ccccc4C)n3)nnc12	-23	0	-18	5	-1.0	20	-2	-29	-15
COc1ccc(CCNCCN2CCOCC2)cc1	17	-1	4	9	-0.1	2	2	11	-7
CC(=O)c1ccc(NC(=O)CSc2nnc3ccc(-c4ccccn4)nn23)cc1	26	-1	8	11	-0.9	-7	-1	15	-12
O=C(Nc1ccc(Br)cn1)c1ccc2nccnc2c1	-18	0	-30	-9	3.6	-77	-2	-75	-5
O=C(CCNS(=O)(=O)c1ccccc1F)N1CCN(S(=O)(=O)c2cccc(F)c2)CC1	10	-3	15	5	-1.5	0	7	9	3
COc1ccc(N2CCN(C(=O)c3ccc(Br)o3)CC2)cc1	0	-2	12	0	0.1	-17	1	23	-8
Cn1c(-[n+]2c(-c3ccccc3)cc(-c3ccccc3)cc2-c2ccccc2)nc2c([N+](=O)[O-])cccc21	28	2	-9	10	1.6	36	1	-15	5
CCN(CC)C(=O)c1cc(S(=O)(=O)N2CCCCC2)c[nH]1	7	-5	5	-7	-0.4	1	-11	9	-2
COc1ccc(S(=O)(=O)N2CCOCC2)cc1NC(=O)c1ccccc1-c1ccc(C(F)(F)F)cc1	4	-1	-4	28	1.2	14	14	10	-6
CC(=O)c1ccc(Nc2c([N+](=O)[O-])ccc3nonc23)cc1	9	2	0	18	-0.5	1	-7	-17	-3
COC(=O)[C@]1(C)N[C@H](CN(C)C(=O)c2ccc(C(C)(C)C)cc2)[C@@H]2C(=O)N(C)C(=O)[C@@H]21	5	1	3	-4	2.4	-2	-5	11	-3
Cc1cccc(N2CCN(C(=O)c3cc(=O)[nH]c4ccccc34)CC2)c1C	9	-3	-3	17	-0.4	2	-3	-2	-8
COc1ccc(C(CNC(=O)c2oc3ccc(Br)cc3c2C)N2CCCCC2)cc1 (configuration not stated)	8	2	0	27	0.8	8	9	29	3
COc1ccc(Cl)cc1N1C(=O)C2CCCN2C1c1ccccc1F (configuration not stated)	9	3	0	15	-2.2	-6	-1	-1	11
N#C/C(=C\C=C\c1ccccc1)c1nc(-c2ccc3c(c2)OCO3)cs1	-13	1	4	1	0.8	-1	-7	22	-4
Cc1cc(/C=C2/NC(=O)NC2=O)c(C)n1-c1ccc(C#N)cc1	15	-1	-13	9	-0.7	3	3	-14	-7
O=C(O)CSC1CC(=O)N(c2ccc(Cl)cc2)C1=O (configuration not stated)	-22	-2	-11	-13	-1.0	1	-3	-33	5

For reference, some entries already given:
SMILES	Mdm2 MdmX PPI	UPR XBP1 act	Jurkat NFkB inh	CCR6 antagonist	UPR CHOP act	Gli-Sufu antag	EBI2 antag	697 NFkB inh	CXCR6 block
COc1ccc(Cl)cc1N1C(=O)C2CCCN2C1c1ccccc1F (configuration not stated)	9	3	0	15	-2.2	-6	-1	-1	11
N#C/C(=C\C=C\c1ccccc1)c1nc(-c2ccc3c(c2)OCO3)cs1	-13	1	4	1	0.8	-1	-7	22	-4
Cc1cc(/C=C2/NC(=O)NC2=O)c(C)n1-c1ccc(C#N)cc1	15	-1	-13	9	-0.7	3	3	-14	-7
O=C(O)CSC1CC(=O)N(c2ccc(Cl)cc2)C1=O (configuration not stated)	-22	-2	-11	-13	-1.0	1	-3	-33	5

Later entries
SMILES	Mdm2 MdmX PPI	UPR XBP1 act	Jurkat NFkB inh	CCR6 antagonist	UPR CHOP act	Gli-Sufu antag	EBI2 antag	697 NFkB inh	CXCR6 block
O=C(NC1CCCCC1)n1c(=O)oc2ccccc21	8	2	-5	21	2.9	-1	5	0	11
CC1=Nn2c(nc(-c3ccccc3)c2-c2ccccc2)NC(=O)C1Br (configuration not stated)	1	-4	0	11	1.4	4	-3	7	-5
CCOC(=O)c1c(C)[nH]c(O)c1C=Nc1ccc(Cl)cc1	-7	0	-5	4	3.3	-14	1	7	5
CCOc1ccc(NC(=O)Cn2nc(C(N)=O)c3ccccc3c2=O)cc1S(=O)(=O)N1CCCC1	12	-1	9	-9	-1.3	-2	-6	7	0
CCCCOc1ccccc1NC(=O)CSc1nnnn1C(C)(C)C	-26	1	-2	12	0.6	5	13	3	-5
CN(Cc1ccccc1)c1nc2c(c(=O)[nH]c(=O)n2C)n1C	-22	1	-2	14	-0.6	11	-7	-20	0
COCCN1CCN(C(=O)c2cc(COc3ccc(Cl)cc3OC)on2)CC1	-25	0	-71	0	5.0	-17	2	-49	5
CCC(COC)NCc1cn(-c2ccc(F)cc2F)nc1-c1ccccc1C (configuration not stated)	14	-5	-4	7	0.0	9	-3	-14	-9
COc1ccc(-n2ncc3c(SCC(=O)NNC(C)=O)ncnc32)cc1	-62	2	-43	6	2.2	-22	-4	-53	0
COc1ccc(-c2nc3ccccc3nc2-c2ccc(OC)cc2)cc1	-4	2	-8	24	-0.5	-2	9	7	8
C=CCOc1ccc(CNc2ccc(NC(=O)CCC)cc2)cc1OCC	16	-1	-1	4	0.3	-8	-6	-20	-6
O=C(C=Cc1ccccc1)CC(c1ccccc1)N1CCOCC1 (configuration not stated)	.	.	.	44	.	8	48*	.	32
COc1ccccc1CN1CCC(CNS(=O)(=O)c2cc(-c3cc(C)no3)ccc2C)CC1	56*	-2	5	37	0.9	38	16	4	-5
CC(Sc1nnc(Cc2ccccc2)o1)C(=O)NC1(C#N)CCCCC1 (configuration not stated)	-2	0	0	-7	-0.2	-2	-6	9	-1
CCN(CC)S(=O)(=O)c1ccc(N2CCCC2)c(NC(=O)c2c(-c3ccccc3)noc2C)c1	22	2	4	12	-0.6	8	-2	-4	-3
CCN(C[C@H]1N[C@@](Cc2ccccc2)(C(=O)OC)[C@H]2C(=O)N(C)C(=O)[C@@H]12)C(C)=O	-36	3	0	-4	-0.1	-24	-9	-17	-3
CC1=NN(c2nc3ccccc3[nH]2)C(=O)/C1=C/N(C)C	29	-5	7	3	-1.9	-25	-3	-16	3
S=c1[nH]nc(-c2cc(-c3ccccc3)n[nH]2)n1/N=C/c1c2ccccc2cc2ccccc12	-2	3	-15	14	1.8	-14	-8	18	-8
CCc1cc(C(=O)NNC(=O)CCl)sc1C	17	1	18	-5	0.9	-9	-2	-4	-2
CCCCNC(=O)Cn1cnc([N+](=O)[O-])n1	3	2	13	6	2.4	-7	0	18	-4
Cc1ccc(S(=O)(=O)Nc2ccccc2F)cc1C(=O)NNC(=O)c1csc(N2CCOCC2)n1	36	2	5	-7	2.2	-15	-2	-21	-6
CCC(C)NC(=O)C1CCC(CNS(=O)(=O)c2ccc3c(c2)CC(C)N3C(=O)C2CC2)CC1 (configuration not stated)	21	-7	11	1	-0.6	12	-6	-18	-3
CS(=O)(=O)N(CC(=O)N1CCOCC1)c1cc(C(F)(F)F)ccc1Cl	-30	-2	3	-4	0.0	-19	-5	-4	-6
O=C(CCNC(=O)c1ccccc1Cl)NNC(=O)c1ccccc1O	21	1	7	5	-1.2	-3	-4	23	4
NC(=O)CC(NC(=O)Cc1cccc2ccccc12)c1ccc(N2CCC(Br)CC2)c([N+](=O)[O-])c1 (configuration not stated)	21	-3	8	19	-0.8	-3	9	-3	4
NC(=O)C1CCN(C(=S)c2cccs2)CC1	-4	-2	0	-6	-1.9	4	-5	-27	3
CC12CC(NC(=O)N1c1ccc(C(=O)N3CCN(c4ccc(F)cc4)CC3)cc1)c1ccccc1O2 (configuration not stated)	33	-2	5	-9	0.1	-4	-2	-7	-7
Nc1nc(Sc2c([N+](=O)[O-])cc(C(F)(F)F)cc2[N+](=O)[O-])n[nH]1	8	-6	-7	-4	15	3	-37	15	-19
C=CCn1c(C)nnc1SCC(=O)Nc1oc(C)c2c(C)n[nH]c(=O)c12	12	0	0	5	0.9	-4	2	-1	-4
COc1cccc(Oc2cncnc2-c2ccc(OC)cc2O)c1	3	0	7	9	0.7	5	18	-14	7
CN1C(=O)NC(c2ccccc2)C2=C1CN(Cc1ccccc1)C2=O (configuration not stated)	-37	-1	-30	.	2.2	.	.	-70	.
CCC(=O)NCCNc1nc2cc(C)cc(C)c2cc1C#N	-14	-1	6	4	-0.8	-1	-9	-6	-4
O=S(=O)(Nc1ccc(Cl)cc1)c1cccc2cccnc12	4	-6	-4	19	-1.0	-25	-2	11	11
NC(=O)C1CCN(C(=O)c2ccco2)CC1	-8	1	-1	6	-0.5	36	-6	5	-12
COc1ccc(C(=O)CCC(=O)N2CCN(c3cc(C)ccc3C)CC2)cc1	23	-2	12	19	-1.3	3	-9	-24	4
Cc1noc(C)c1C(=O)OC(C)C(=O)NC(C)c1ccc(Cl)cc1Cl (configuration not stated)	-1	4	-13	10	1.2	12	8	-1	-1
Clc1ccc(CSc2ncccn2)cc1	12	0	-17	3	2.4	-23	-7	1	0

Bioassay records: PubChem BioAssay, Sanford-Burnham Center for Chemical Genomics
